# DNA Pol III inh: qHTS Assay for Inhibitors of DNA Polymerase III Holoenzyme System. hit rate 0.25% among 71,000. AID 603, 2007. Potency, µM (doses to about 57.1 µM), without a hit: at the highest dose activity change, negative = inhibition. reconstituted DNA polymerase III holoenzyme replication, biochemical; note: potency is the fitted concentration of half-maximal effect; % is set by controls: 0 for no effect and ±100 for the full control effect
#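 Reconstituted *E. coli* holoenzyme (0.35 nM Pol III, 1 nM beta, 154 nM SSB, 2 nM primase) was preincubated with compound for 15 min at RT. Synthesis on 1.4 nM ssM13Gori ran 35 min, then was stopped with PicoGreen/EDTA and read as dsDNA fluorescence.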
# Tau filament bind: qHTS Assay for Tau Filament Binding; Microtubule-associated protein tau (Homo sapiens), P10636; recombinant tau filaments, thioflavin S fluorescence, 15 h; filaments grown with octadecylsulfate alongside compound; Potency, µM (top dose mostly 57.1 µM), for the others: at the highest dose activity change, negative = inhibition; hit rate 2% among 71,000; AID 596, 2007;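 note: potency is the fitted concentration of half-maximal effect; % is set by controls: 0 for no effect and ±100 for the full control effect; actives lower thioflavin S fluorescence by blocking filaments or displacing dye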
# Target sequence (P10636 whole entry, looked up): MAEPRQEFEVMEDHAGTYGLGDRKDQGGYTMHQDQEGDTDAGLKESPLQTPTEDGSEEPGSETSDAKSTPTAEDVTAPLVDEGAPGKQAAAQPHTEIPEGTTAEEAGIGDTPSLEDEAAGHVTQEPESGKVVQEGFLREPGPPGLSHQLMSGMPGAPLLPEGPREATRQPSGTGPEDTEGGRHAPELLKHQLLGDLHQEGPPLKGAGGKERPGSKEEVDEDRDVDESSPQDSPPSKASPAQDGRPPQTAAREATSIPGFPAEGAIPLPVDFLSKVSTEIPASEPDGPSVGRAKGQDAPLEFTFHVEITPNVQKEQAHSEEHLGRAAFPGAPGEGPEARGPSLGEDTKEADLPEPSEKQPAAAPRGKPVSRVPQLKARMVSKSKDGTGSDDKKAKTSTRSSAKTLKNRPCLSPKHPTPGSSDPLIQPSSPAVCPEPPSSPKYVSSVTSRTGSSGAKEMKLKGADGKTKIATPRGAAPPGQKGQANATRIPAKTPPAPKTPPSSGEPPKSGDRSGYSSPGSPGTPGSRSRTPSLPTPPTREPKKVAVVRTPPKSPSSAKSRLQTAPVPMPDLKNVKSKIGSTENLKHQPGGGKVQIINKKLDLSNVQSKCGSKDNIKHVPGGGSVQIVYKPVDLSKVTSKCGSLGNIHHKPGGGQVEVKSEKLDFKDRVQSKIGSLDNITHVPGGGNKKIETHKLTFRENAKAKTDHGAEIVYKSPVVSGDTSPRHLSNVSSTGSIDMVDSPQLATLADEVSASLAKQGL
#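 His-tagged recombinant human tau (exons 2, 3 and 10 included), 1 uM, was induced to fibrillize by 30 uM sodium octadecylsulfate with compound present. After 15 h at 37 C, thioflavine S fluorescence (ex 450, em 510 nm) was read.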
# 15-hLO inh: qHTS Assay for Inhibitors of 15-hLO (15-human lipoxygenase) | Polyunsaturated fatty acid lipoxygenase ALOX15 (Homo sapiens), P16050 | purified 15hLO-1, xylenol orange hydroperoxide absorbance | Potency, µM (highest dose often 57.1 µM), for inactives: at the highest dose activity change, negative = inhibition, actives largely listed as inhibitors | hit rate 1.4% among 74,000; note: potency is the fitted concentration of half-maximal effect; % is set by controls: 0 for no effect and ±100 for the full control effect; nearly all actives have a fitted effect of over 55% in size
#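 Purified human 15hLO-1 (40 nM final) in 25 mM Hepes pH 7.5, 0.01% Triton X-100 was preincubated with compound 15 min at room temperature, then reacted 6 min with 50 uM arachidonic acid; hydroperoxide detected by Fe-XO, 573/405 nm absorbance ratio.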
# BRCT inh red: qHTS Assay for Inhibitors of BRCT-Phosphoprotein Interaction (Red Fluorophore); hit rate 0.03% among 75,000; AID 892, 2007; Potency, µM (titrated, usually from 76.9 µM), without a hit: top-dose activity change, negative = inhibition, most hits filed as inhibitors; BRCT-phosphopeptide binding, red fluorescence polarization; Breast cancer type 1 susceptibility protein (Homo sapiens), P38398; note: % is set by controls: 0 for no effect and ±100 for the full control effect
#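 Rhodamine-labelled pBACH1 10-mer (100 nM) bound to BRCT domain (100 nM) at pH 7.3; compounds incubated 12 min room temperature, polarization read. Free peptide defines full inhibition; unlabelled decapeptide titrated as control.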
# Casp7 inh: qHTS Assay for Allosteric/Competitive Inhibitors of Caspase-7; Potency, µM (highest dose often 57.5 µM), for the others: at the highest dose activity change, negative = inhibition, most hits filed as inhibitors; recombinant caspase-7, Ac-DEVD-AFC fluorescence rate; AID 889, 2007; hit rate 0.02% among 75,000; active = well fitted inhibition curve with a large enough effect in the main read-out, with a control signal flat, not every such curve was filed as active; inconclusive = small, poorly fitted or top-dose-only effect, or a change in a side signal; note: potency is the fitted concentration of half-maximal effect; % of control where 0% means no effect
# Target sequence (P55210 24-198 limits assumed): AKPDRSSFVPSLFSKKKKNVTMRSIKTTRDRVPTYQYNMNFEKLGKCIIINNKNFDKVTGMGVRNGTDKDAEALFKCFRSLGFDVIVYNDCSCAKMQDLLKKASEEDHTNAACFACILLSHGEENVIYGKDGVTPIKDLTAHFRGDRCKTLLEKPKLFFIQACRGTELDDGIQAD
# Target sequence (P55210 207-303 limits assumed): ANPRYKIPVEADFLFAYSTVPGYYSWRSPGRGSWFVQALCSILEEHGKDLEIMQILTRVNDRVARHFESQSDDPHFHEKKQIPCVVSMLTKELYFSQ
# HEK293 cAMP cs: qHTS Assay for Agonists of the Thyroid Stimulating Hormone Receptor: Activators of Intracellular cAMP Concentrations in Parental HEK 293; parental HEK293 CNG cAMP sensor, membrane potential fluorescence; Potency, µM (doses to about 57.1 µM), for inactives: at the highest dose activation, hits mostly activators; hit rate 2.5% among 73,000; AID 938, 2007; note: potency is the fitted concentration of half-maximal effect; % of control where 0% means no effect; nearly all actives have a fitted effect of over 55% in size
#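 Counterscreen for endogenous-receptor signalling: CNG-channel HEK 293 cells report cAMP rise by membrane depolarization. After 60 min dye equilibration with 100 uM RO 20-1724, compounds incubated 30 min before bottom-read fluorescence at 590 nm.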
# HADH2 inh: qHTS Assay for Inhibitors of HADH2 (Hydroxyacyl-Coenzyme A Dehydrogenase, Type II). 3-hydroxyacyl-CoA dehydrogenase type-2 (Homo sapiens), Q99714. recombinant HADH2, NADH fluorescence, beta-hydroxybutyryl-CoA. Potency, µM (series often up to 57.1 µM), for the others: at the highest dose activity change, negative = inhibition, hits mostly inhibitors. hit rate 3.4% among 73,000; note: potency is the fitted concentration of half-maximal effect; % is set by controls: 0 for no effect and ±100 for the full control effect; nearly all actives have a fitted effect of over 60% in size; many of its hits are not listed in these tables
#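 Activity measured as NADH fluorescence gain (360/450 nm), taken as the change between first and last reads of a 4-min kinetic run. Conditions: pH 9.0 Tris buffer, 20 nM E. coli-expressed His-tagged enzyme, 1 mM NAD+, 90 uM beta-hydroxybutyryl-CoA; 15-min compound preincubation.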
# BRCT inh green: qHTS Assay for Inhibitors of BRCT-Phosphoprotein Interaction (Green Fluorophore). Breast cancer type 1 susceptibility protein (Homo sapiens), P38398. BRCA1 BRCT-phosphopeptide binding, green fluorescence polarization. Potency, µM (titrated, usually from 76.9 µM), for inactives: at the top dose activity change, negative = inhibition, hits mostly inhibitors. hit rate 0.05% among 75,000. AID 875, 2007;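 note: potency is the fitted concentration of half-maximal effect; plate controls were peptide without protein for full effect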
#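 Compounds were incubated for 12 min at room temperature with a complex of 100 nM fluorescein-tagged pBACH1 decapeptide and 250 nM His-tagged BRCT protein. Buffer was phosphate pH 7.3 with EDTA, DTT and Tween 20. Disruption of binding lowers the polarization signal.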
# Casp1 inh: qHTS Assay for Allosteric/Competitive Inhibitors of Caspase-1. P29466. Caspase-1 enzyme, Ac-WEHD-AFC fluorogenic rate. Potency, µM (top dose mostly 57.5 µM), for inactives: at the highest dose activity change, negative = inhibition, actives largely listed as inhibitors. hit rate 0.03% among 75,000. AID 900, 2007;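 note: potency is the fitted concentration of half-maximal effect; plate controls were vehicle for no effect and no substrate for full effect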
# Rhodamine fluor: qHTS Assay for Spectroscopic Profiling in Rhodamine Spectral Region | Rhodamine-region fluorescence, 547/598 nm, Tris buffer; active compounds read high | max dye-equivalent concentration, M | hit rate 0.05% among 59,000 | AID 594, 2007; in the data active = max dye-equivalent concentration above about 11 nM; inconclusive = between about 1.1 nM and that limit
#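 Intensities are converted to rhodamine-equivalent concentration using a six-point rhodamine standard on each plate. Compounds sit 15 min at room temperature in 100 mM Tris buffer, pH 8.0; read uses the 547/598 nm excitation/emission pair.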
# USP2a inhib: qHTS Assay for Inhibitors of Ubiquitin-specific Protease USP2a. USP2a enzymatic assay, qHTS inhibition. Potency, µM (top dose mostly 38.3 µM), without a hit: at the highest dose activity change, negative = inhibition, hits mostly inhibitors. hit rate 0.1% among 60,000. AID 927, 2007;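 note: potency is the fitted concentration of half-maximal effect; nearly all actives have a fitted effect of over 60% in size; plate controls were DMSO for no effect and NEM full inhibition control for full effect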
#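 USP2 core (20 nM final) was preincubated with compound for 30 min at RT in 20 mM Tris-HCl pH 8.0, 2 mM CaCl2, 2 mM beta-mercaptoethanol; Ub-PLA2 (20 nM) plus NBD C6-HPC (20 uM) then added, fluorescence read after 2.5 h.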
# * hit, by the source's call; i = inactive; ? = inconclusive; nt = no result given; [ ] = dose if it differs, or a comment. Unless noted, calls come from the whole dose curve; as a rule, active = well fitted curve in the direction sought with a large enough effect; inconclusive = small, poorly fitted or top-dose-only effect, or another doubt; inactive = no such curve, though single readings can be large; an effect the other way counts as inactive or inconclusive. A portion of the library, so the mix of outcomes need not match the whole.
SMILES,DNA Pol III inh,Tau filament bind,15-hLO inh,BRCT inh red,Casp7 inh,HEK293 cAMP cs,HADH2 inh,BRCT inh green,Casp1 inh,Rhodamine fluor,USP2a inhib
O=c1c2c3nc4ccccc4nc3n(/N=C/c3ccco3)c2ncn1CCC1=CCCCC1,1%,7.9µM*,-20%,0.3%,?,-5%,-5%,0.4%,-7%,i,36%[activator]
CC(C)(C)c1ccc(CN2CCN([C@H](c3ccccc3)c3ccc(Cl)cc3)CC2)cc1,-21%[11.4 µM],3%[11.4 µM],10%[11.4 µM],1.6%[15.4 µM],-3%[11.5 µM],-3%[11.4 µM],13%[11.4 µM],-1.0%[15.4 µM],0%[11.5 µM],i,nt
Cc1ccc2c(CSc3nncs3)cc(=O)oc2c1,-5%,-25%,?,-1.7%,2%,13%,7%,-3.6%,-2%,i,36%[activator]
Cc1nc2ccccc2c(=O)n1/N=C/c1ccncc1,0%,1%,1%,-0.8%,0%,-7%,-3%,-1.3%,0%,nt,5%
NC(=O)C1CC(=O)N(c2ccc(OCC(=O)Nc3cccc(C(F)(F)F)c3)cc2)C1 (stereo not drawn),-14%,10%,8%,0.0%,-2%,7%,8%,-2.0%,-1%,i,44%[activator]
C(=N\n1cnnc1)/c1ccc2ncccc2c1,-6%,13µM*,11%,-2.7%,-2%,-4%,-4%,0.7%,2%,i,4%
Cc1ccc(C2=C(Cl)C(=O)C(c3ccc(C)cc3)=C(Cl)C2=O)cc1,-16%[11.4 µM],-2%[11.4 µM],?,0.1%[15.4 µM],-2%[11.5 µM],3%[11.4 µM],1.3µM*,-0.2%[15.4 µM],4%[11.5 µM],i,nt
COc1ccc(C(=O)Nc2ccc(S(=O)(=O)N3CCCCC3C)cc2)c(OC)c1OC (stereo not drawn),nt,nt,-11%,-1.5%,-3%,0%,-3%,-0.8%,-6%,nt,nt
Cc1cccc(C)c1NC(=O)C1CCCNC1 (stereo not drawn),1%,-2%,3%,-2.7%,1%,1%,12%,1.1%,-1%,i,-7%
Cc1cc(-n2c(C)cc(C(=O)CN3C(=O)NC4(CCCCC4)C3=O)c2C)no1,-5%,-3%,0%,-0.6%,-1%,0%,8%,-2.5%,1%,i,11%
CCN(CC)c1ccc(NC(=O)Cn2nnc(-c3cccc(OC)c3OC)n2)c(C)c1,-5%,27%,-6%,0.1%,-1%,19%,6%,-1.5%,3%,i,7%
CCOC(=O)c1c(C)n(C)c2c(C)cc(O)c(OC(C)=O)c12,-4%,39%,-9%,-1.4%,2%,-2%,7%,0.7%,-1%,nt,2%
Cc1cc(C)nc(Nc2nc(=O)c3ccccc3s2)n1,-4%,33%,7.9µM*,-3.2%,-1%,9%,?,-1.1%,2%,nt,4%
COc1cc2nc(SCC(=O)NCc3ccco3)n(Cc3ccc(Cl)cc3)c(=O)c2cc1OC,-4%,-6%,3%,0.5%,-5%,5%,7%,-1.1%,-2%,i,11%
COc1ccc(-c2nc(N)n(C(C)=O)n2)cc1,6%,-2%,2%,-0.5%,0%,4%,24%,-4.0%,0%,i,-2%

# Overlap with the part before: 6 compounds, then new ones.
SMILES,DNA Pol III inh,Tau filament bind,15-hLO inh,BRCT inh red,Casp7 inh,HEK293 cAMP cs,HADH2 inh,BRCT inh green,Casp1 inh,Rhodamine fluor,USP2a inhib
Cc1cc(-n2c(C)cc(C(=O)CN3C(=O)NC4(CCCCC4)C3=O)c2C)no1,-5%,-3%,0%,-0.6%,-1%,0%,8%,-2.5%,1%,i,11%
CCN(CC)c1ccc(NC(=O)Cn2nnc(-c3cccc(OC)c3OC)n2)c(C)c1,-5%,27%,-6%,0.1%,-1%,19%,6%,-1.5%,3%,i,7%
CCOC(=O)c1c(C)n(C)c2c(C)cc(O)c(OC(C)=O)c12,-4%,39%,-9%,-1.4%,2%,-2%,7%,0.7%,-1%,nt,2%
Cc1cc(C)nc(Nc2nc(=O)c3ccccc3s2)n1,-4%,33%,7.9µM*,-3.2%,-1%,9%,?,-1.1%,2%,nt,4%
COc1cc2nc(SCC(=O)NCc3ccco3)n(Cc3ccc(Cl)cc3)c(=O)c2cc1OC,-4%,-6%,3%,0.5%,-5%,5%,7%,-1.1%,-2%,i,11%
COc1ccc(-c2nc(N)n(C(C)=O)n2)cc1,6%,-2%,2%,-0.5%,0%,4%,24%,-4.0%,0%,i,-2%
CCOC(=O)[C@]1(CC(=O)O)CCCC1=O,1%[11.4 µM],-2%[11.4 µM],2%[11.4 µM],1.2%[15.4 µM],0%[11.5 µM],4%[11.4 µM],7%[11.4 µM],-0.6%[15.4 µM],0%[11.5 µM],i,nt
O=C(C1CCCCC1)N1CCCC(c2nc3c(nnn3Cc3ccccc3)c(=O)[nH]2)C1 (stereo not drawn),0%,5%,16µM*,-1.2%,-5%,?,16%,7.4%,-2%,i,90%[activator]
CCOC(=O)c1c(CN2CCC(C)CC2)oc2ccc(OC)cc12,-2%,-3%,-1%,0.4%,-1%,?,-5%,1.6%,-2%,i,0%
Nn1c(SCC(=O)Nc2ccc3c(c2)OCO3)nnc1-c1ccncc1,-3%,1%,-1%,-0.1%,-2%,4%,-11%,-0.1%,4%,i,-1%
O=C(CN1CCC(c2nc3ccccc3[nH]2)CC1)Nc1ccc2c(c1)OCO2,0%,-8%,-21%,-1.0%,-2%,9%,19%,-0.5%,-3%,i,22%
O=C(OCc1cc(-c2ccccc2)no1)c1ccc2ccccc2n1,-3%,-18%,-12%,0.0%,-6%,23%,9%,2.5%,-8%,i,-4%
Cc1cc(C)n2nc(C(=O)Nc3ccc4c(c3)OCO4)nc2n1,4%,32µM*,-11%,-0.5%,-20%,1%,?,0.1%,-7%,i,40%[activator]
CC1=C(C(=O)Nc2ccccc2C)C(c2cccnc2)n2nc(CCCO)nc2N1 (stereo not drawn),6%,7%,4%,-2.6%,-1%,-1%,-6%,-0.3%,0%,i,-9%
COc1ccc(C(=O)N2CCCc3ccccc32)cc1,-9%,-6%,-2%,-3.1%,-1%,?,-4%,-0.6%,-1%,nt,6%
O=C(NCc1ccc(F)cc1)C1CCCN1C(=O)NCc1ccccc1 (stereo not drawn),-5%,6%,7%,0.8%,0%,-2%,10%,0.5%,4%,i,-1%
CS(=O)(=O)N1CCCC(C(=O)NCCc2ccccc2)C1 (stereo not drawn),-2%,2%,7%,-1.2%,0%,2%,2%,-3.2%,0%,i,0%
CC(C)(CNC(=O)c1cccs1)CNC(=O)c1cccs1,2%,0%,-36%,-1.6%,0%,32µM*,3%,1.0%,0%,nt,2%
CC(=O)c1c(C)[nH]c(C(=O)N2CCc3ccccc3C2)c1C,2%,-20%,0%,-1.4%,-2%,0%,-2%,1.0%,-1%,i,-22%
COc1cccc(-c2cc(C(=O)NCCN3CCOCC3)no2)c1,3%,5%,4%,0.1%,0%,1%,3%,0.4%,1%,i,-14%
Nc1nc(CN2CCN(c3ccc(F)cc3)CC2)nc(N2CCCc3ccccc32)n1,-2%,8%,4%,0.4%,-3%,20%,13%,0.0%,-2%,i,39%[activator]
COc1ccccc1OCc1nc(C#N)c(NCc2ccco2)o1,-4%,-4%,-4%,0.1%,0%,6%,-8%,0.9%,1%,i,4%
CCCc1nc(SCC(=O)c2ccc(OC)cc2)c2c(=O)n(C)c(=O)n(C)c2n1,4%,-2%,-2%,0.1%,2%,13%,4%,-0.9%,1%,nt,nt
